L3MBTL1 block = blocks human L3MBTL1; AlphaScreen L3MBTL1–H3K9me1 peptide binding; Potency, µM (highest dose often 57.1 µM), inactives show at the top dose activity, negative = inhibition, hits mostly inhibitors; 230,000 compounds, 0.66% hits; note: nearly all actives have a fitted effect of over 60% in size
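Read-out is AlphaScreen signal from streptavidin donor and nickel chelate acceptor beads (10 ug/mL final each) bridging L3MBTL1 (50 nM) and biotinylated K9-monomethylated H3(1-15) peptide (75 nM), after 30 min compound exposure at room temperature.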
TRb-SRC2 inh = inhibitors of human thyroid hormone receptor beta-SRC2 interaction; P10828; TRbeta-SRC2 peptide binding, fluorescence polarization; receptor liganded with 1 µM T3; Potency, µM (doses to about 106 µM), for the others: at the highest dose activity change, negative = inhibition, actives largely listed as inhibitors; 280,000 compounds, 0.065% hits; AID 1469;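 note: plate controls were bound peptide for no effect and peptide without receptor for full effect; nearly all actives have a fitted effect of over 50% in size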
Target sequence (P10828 whole entry, looked up): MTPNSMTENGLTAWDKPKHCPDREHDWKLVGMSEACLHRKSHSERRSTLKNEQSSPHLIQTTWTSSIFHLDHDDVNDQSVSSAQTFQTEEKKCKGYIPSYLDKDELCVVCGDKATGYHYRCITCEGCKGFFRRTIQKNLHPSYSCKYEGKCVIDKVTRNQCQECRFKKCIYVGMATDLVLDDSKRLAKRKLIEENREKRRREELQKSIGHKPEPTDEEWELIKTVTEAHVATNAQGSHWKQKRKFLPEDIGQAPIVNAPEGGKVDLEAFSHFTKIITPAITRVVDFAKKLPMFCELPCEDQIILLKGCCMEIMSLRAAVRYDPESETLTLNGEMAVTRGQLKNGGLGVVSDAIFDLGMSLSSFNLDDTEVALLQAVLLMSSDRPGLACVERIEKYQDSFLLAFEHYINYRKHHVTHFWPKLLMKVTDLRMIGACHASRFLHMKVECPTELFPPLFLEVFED
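Compounds were added to 0.6 uM TRb ligand-binding domain and 20 nM Texas Red-labeled SRC2 peptide in Tris buffer containing 1 uM T3, incubated 5 hr at ambient temperature, then read by fluorescence polarization.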
Tau fibril ThT = inhibitors of human tau fibril formation, thioflavin T binding; recombinant tau K18 P301L, heparin-induced fibrillization, ThT fluorescence; Potency, µM (top dose mostly 57.4 µM), for inactives: at the highest dose activity, negative = inhibition, hits mostly inhibitors; P10636; 270,000 compounds, 2.1% hits; note: nearly all actives have a fitted effect of over 55% in size
Target sequence (P10636 561-689 P618L limits assumed): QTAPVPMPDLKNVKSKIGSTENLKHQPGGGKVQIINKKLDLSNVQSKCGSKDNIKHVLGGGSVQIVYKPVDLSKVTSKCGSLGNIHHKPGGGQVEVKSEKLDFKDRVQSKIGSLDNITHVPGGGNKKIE
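Using a mix of unlabeled (15 uM) and Alexa 594-labeled (0.24 uM) tau K18 P301L, heparin-triggered fibrillization over 6 hr at 37 C was scored by ThT fluorescence.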
Tau fluor cs = counter-screen for tau fibril formation inhibitors | tau K18 P301L (four-repeat tau fragment) Alexa594 fluorescence, heparin fibrillization | Potency, µM (titrated, usually from 57.7 µM), without a hit: top-dose activity change, negative = decrease | 280,000 compounds, 0.93% hits; note: nearly all actives have a fitted effect of over 55% in size
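Human K18 P301L tau (15 uM unlabeled plus 0.24 uM Alexa 594-labeled, final) in 100 mM sodium acetate pH 7 was mixed with compound and 20 uM heparin and incubated 6 hr at 37 C.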
ALDH1A1 inh = ALDH1A1 (human) enzyme inhibition; AID 1030; 220,000 compounds, 7.3% hits; Purified ALDH1A1, NADH fluorescence, propionaldehyde substrate; P00352; Potency, µM (top dose mostly 75.3 µM), for the others: at the highest dose activity, negative = inhibition, most hits filed as inhibitors; active = well fitted inhibition curve with a large enough effect, not every such curve was filed as active; inconclusive = small, poorly fitted or top-dose-only effect, or another doubt; inactive = no such curve, though single readings can be large or run the other way;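 note: plate controls were no enzyme wells and a reference inhibitor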
TR SRC2 fluor cs = alters Texas Red total fluorescence, flagging assay interference; Potency, µM (doses to about 106 µM), without a hit: top-dose fluorescence change, negative = quenching; 280,000 compounds, 0.29% hits; TRb/SRC2 Texas Red total fluorescence interference; active = well fitted curve in either direction with a large enough effect; inconclusive = small, poorly fitted or top-dose-only effect
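Human TRb ligand-binding domain at 0.6 uM with 20 nM Texas Red SRC2 peptide in Tris buffer containing 1 uM T3 and 5% DMSO, incubated with compound 5 h at ambient temperature. Total fluorescence (555/632 nm) calculated as parallel + 2 × perpendicular.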
Tau fibril FP = inhibitors of human tau fibril formation. Potency, µM (titrated, usually from 57.7 µM), for inactives: top-dose activity, negative = inhibition, most hits filed as inhibitors. K18 P301L tau heparin fibrillization, Alexa594 FP, 6 h. P10636. 280,000 compounds, 0.39% hits; note: nearly all actives have a fitted effect of over 55% in size
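Compound effects on tau fibrillization are measured by Alexa 594 fluorescence polarization (ex 555, em 632 nm). K18 P301L tau is used at 15 uM with 0.24 uM labeled tracer, and 20 uM heparin induces aggregation over 6 hr at 37 C.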
aGal spleen mod = inhibits or activates alpha-galactosidase in human spleen homogenate. Potency, µM (titrated, usually from 80 µM), without a hit: at the highest dose activity change, negative = inhibition, most hits filed as inhibitors. 240,000 compounds, 0.008% hits. AID 2107. human spleen homogenate, 4MU-alpha-Gal fluorescence, 40 min. P06280;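 note: 0% = enzyme with vehicle and -100% = no enzyme basal signal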
Target sequence (P06280 32-429 limits assumed): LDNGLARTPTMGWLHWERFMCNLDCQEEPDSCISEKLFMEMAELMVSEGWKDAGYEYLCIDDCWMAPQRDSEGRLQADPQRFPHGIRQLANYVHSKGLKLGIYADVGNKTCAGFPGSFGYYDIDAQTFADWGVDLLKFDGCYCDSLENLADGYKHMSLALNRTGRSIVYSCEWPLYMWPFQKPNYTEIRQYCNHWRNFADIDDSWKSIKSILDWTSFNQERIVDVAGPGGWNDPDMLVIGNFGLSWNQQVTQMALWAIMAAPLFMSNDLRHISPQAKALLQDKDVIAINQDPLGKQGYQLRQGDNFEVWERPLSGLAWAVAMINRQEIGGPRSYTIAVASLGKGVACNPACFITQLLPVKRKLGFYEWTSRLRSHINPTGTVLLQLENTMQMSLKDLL
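Human spleen homogenate (1 ug) as enzyme source, 4-methylumbelliferyl-alpha-D-galactopyranoside 1 mM final, citrate/phosphate pH 5.0 with 0.01% Tween-20. Compounds 40 min at 37C, NaOH/glycine stop; fluorescence Ex 365/Em 440, Hill-fit AC50.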
Active calls of the source: *; ? = inconclusive; · = not tested or not shown; & = joins results of further samples; [ ] = another dose, or the depositor's remark. Unless noted, calls come from the whole dose curve; as a rule, active = well fitted curve in the direction sought with a large enough effect; inconclusive = small, poorly fitted or top-dose-only effect, or another doubt; inactive = no such curve, though single readings can be large; an effect the other way counts as inactive or inconclusive. Unless noted, % is set by controls: 0 for no effect and ±100 for the full control effect; potency is the fitted concentration of half-maximal effect.

SMILES	L3MBTL1 block	TRb-SRC2 inh	Tau fibril ThT	Tau fluor cs	ALDH1A1 inh	TR SRC2 fluor cs	Tau fibril FP	aGal spleen mod
Fc1cccc(Cl)c1CNCCSc1nnnn1-c1ccccc1	·	1%	-4%	-15%	·	-1%	1%	·
CC(=O)COc1ncnc2c(Cl)cc(Cl)cc12	-2%	-2%	-1%	-3%	-3%	2%	-1%	-9%
O=C(COC(=O)c1cc(S(=O)(=O)N2CCCC2)ccc1O)Nc1ccc(S(=O)(=O)N2CCOCC2)cc1	-1%	-5%	6%	-11%	·	-1%	-12%	-4%
O=C(Nc1cccc(-c2nc3ccccc3s2)c1)c1cc(-n2cnnc2)ccc1Cl	-4%	5%	-10%	-10%	6%	-6%	-8%	-2%
c1ccc(-c2cc3ccccc3nc2N2CCCC2)cc1	100%[activator]	-5%	-10%	-12%	?	1%	-7%	2%
CCOc1ccc(CN2C(=O)c3ccccc3C2C(=O)NCc2cccnc2)cc1 (stereo unspecified)	·	1%	-11%	-3%	-3%	1%	-2%	1%
C(#CCN1CCOCC1)COC(c1ccccc1)c1ccccc1	0%	0%	-7%	-6%	4%	-4%	2%	-14%
COc1cccc(/C=C/C(=O)OCC(=O)Nc2cc(C(F)(F)F)ccc2Cl)c1	11%	3%	-7%	-18%	?	-51%	-8%	5%
Fc1cccc(Nc2cc(-n3cccn3)ncn2)c1	-7%	7%	-1%	-17%	-2%	1%	-6%	-4%
COc1cccc(OCC(=O)NCCS(=O)(=O)N2CCN(c3ccccc3F)CC2)c1	·	2%	-3%	-3%	·	-12%	6%	·
O=C(O)C1CC=CCC1C(=O)Nc1ccc(F)c(F)c1 (stereo unspecified)	·	3%	0%	5%	-3%	-3%	1%	0%
Cc1c(C(=O)O)c(=O)n(-c2ccccc2)n1-c1ccccc1	5%	7%	0%	1%	-7%	-1%	-4%	-11%
CCCN1C(=O)c2ccc(C(=O)NC3=NCCS3)cc2C1=O	7%	2%	-11%	-6%	?	-2%	-3%	2%
CN(C)c1ccc(CNC(=O)C2CCCN(S(=O)(=O)c3ccc4c(c3)oc(=O)n4C)C2)cc1 (stereo unspecified)	·	1%	1%	-8%	·	-1%	0%	·
CC(C)OP(=O)(OC(C)C)C1(O)C(=O)Nc2ccc(Br)cc21 (stereo unspecified)	1%	-16%	-6%	-7%	?	-2%	3%	-12%
COc1ccc(-c2nc(N)c(C#N)c(-c3cccnc3)c2C)cc1	3%	-14%	?	-15%	·	-1%	0%	-7%
CCOc1ccc(C(C)NC(=O)Cc2ccccc2)cc1OCC (stereo unspecified)	3%	5%	6%	6%	7%	-1%	5%	4%
COc1ccc([C@H]2[C@H](C(C)=O)N3N=Cc4ccccc4C3C23C(=O)OC(C)(C)OC3=O)cc1 (stereo partly specified)	15%	-4%	19%	-2%	10µM*	-9%	-4%	10%
O=C(Nc1ccc(-c2nc3ccccc3[nH]2)cc1)c1cccc(N2C(=O)CCC2=O)c1	8%	-5%	?	2%	?	-1%	-8%	?
O=C(Cn1ncc2c(=O)oc3ccccc3c21)NC1CC1	2%	-1%	-9%	-4%	6%	0%	-4%	-5%
Cc1c(NN=C(C#N)C#N)c(=O)n(-c2ccccc2)n1C	·	7%	?	-14%	3.5µM*	-1%	?	27%
CCOc1cc(Br)ccc1S(=O)(=O)N1CCC(C(N)=O)CC1	3%	-5%	1%	1%	7%	1%	-1%	2%
Cc1cccc(NC(=O)c2c(C)oc3ncn(CC(C)C)c(=O)c23)n1	·	3%	-3%	-14%	·	-3%	-9%	·
CCOc1cc(C2NC(=O)NC(c3ccccc3)=C2C(=O)c2ccccc2)c(Br)cc1OCC(=O)O (stereo unspecified)	1%	3%	-6%	1%	-11%	0%	-7%	-13%
CCN1CCN(Cc2c(O)ccc3c(=O)c(Oc4ccccc4C(C)C)c(C(F)(F)F)oc23)CC1	·	-2%	-8%	-15%	·	-1%	4%	·
Cc1onc(-c2ccccc2Cl)c1C(=O)NCc1ccc(S(N)(=O)=O)cc1	3%	-4%	-1%	7%	0%	1%	1%	-2%
C#CC(CC)(CC)NC(=S)Nc1ccc(S(N)(=O)=O)cc1	-9%	7%	10%	-1%	10%	0%	-6%	-5%
CCCCCCn1c(SCCCC)nc2c1c(=O)[nH]c(=O)n2C	1%	-1%	-13%	-2%	-10%	-1%	-2%	-1%
Cc1cc(C(=O)CCl)c(C)n1-c1cccc(S(=O)(=O)N2CCOCC2)c1	·	-3%	?	-22%	0.18µM*	-2%	9%	-1%
CCc1ccccc1NC(=O)c1ccc2c(c1)CCN2S(C)(=O)=O	0%	1%	6%	4%	·	1%	-5%	·

Just L3MBTL1 block and TR SRC2 fluor cs, for some of the entries so far:
| SMILES | L3MBTL1 block | TR SRC2 fluor cs |
| --- | --- | --- |
| CCOc1ccc(CN2C(=O)c3ccccc3C2C(=O)NCc2cccnc2)cc1 (stereo unspecified) | · | 1% |
| C(#CCN1CCOCC1)COC(c1ccccc1)c1ccccc1 | 0% | -4% |

Further records:
SMILES	L3MBTL1 block	TRb-SRC2 inh	Tau fibril ThT	Tau fluor cs	ALDH1A1 inh	TR SRC2 fluor cs	Tau fibril FP	aGal spleen mod
O=C1OC(C(=O)O)Cc2ccccc21 (stereo unspecified)	3%	-6%	-13%	-5%	8%	-3%	-2%	-2%
CCOC(=O)N1CCC(N2Cc3cccc(C(=O)NC(C)c4ccc5c(c4)OCCO5)c3C2=O)CC1 (stereo unspecified)	·	3%	-23%	-9%	-12%	1%	?	-7%
O=C(CNC(=O)c1ccccc1C(=O)O)c1ccccc1	5%	7%	-20%	-2%	25µM*	1%	2%	-9%
COc1ccc(CCNc2oc(-c3ccc(OC)c(OC)c3)nc2P(=O)(OC)OC)cc1OC	-8%	8%	6%	6%	10%	10%	10%	0%
Nc1ncnc2c1ncn2CCN1CCCCC1	·	1%	2%	5%	7%	4%	2%	-2%
C/C(=N\O)c1ncc(C(F)(F)F)cc1Cl	4%	1%	-2%	4%	6%	-5%	5%	5%
CCc1ccc2oc(-c3ccc(N)cc3)nc2c1	-5%	-3%	?	?	?	-8%	12%	12%
COc1ccc(NS(=O)(=O)c2ccc(O)c(NC(=O)c3ccc(S(=O)(=O)N4CCCCCC4)cc3)c2)cc1	7%	16%	4%	-1%	2%	-1%	-3%	0%
Cc1cccc(S(=O)(=O)c2cn(C)c3cc(N4CCCCCC4)c(F)cc3c2=O)c1	·	-1%	-4%	0%	·	-19%	-7%	·
c1ccc(COc2ccc(CNCc3cccnc3)cc2)cc1	7%	2%	-4%	4%	2%	2%	9%	-11%
O=c1nc(N2CCCC2)nc(Nc2ccccc2)[nH]1	9%	0%	-12%	-2%	12%	1%	6%	5%
COc1ccc(NC(=O)CSc2nc3ccccc3c(=O)n2CCC(=O)NC2CCCCC2)c(OC)c1	·	-2%	1%	2%	·	-5%	-4%	·
COCCNC(=O)C(=O)Nc1ccc(Cl)cc1C	·	-5%	6%	4%	4%	1%	7%	0%
Cc1cccc(N(C)C(=S)Oc2ccc3ccccc3c2)c1	45%[activator]	-5%	-16%&-16%	?	-9%	-3%	?	-13%
CCCc1nc(SCC(=O)N2c3ccccc3CC2C)c2c(C)c(C)sc2n1 (stereo unspecified)	3%	-12%	-22%	-7%	2%	-1%	1%	-1%
Cc1ccc(N2Cc3ccccc3C2=S)cc1	·	4%	?	-17%	3%	-3%	-10%	1%
CCc1ccc(S(=O)(=O)NCc2cn3cccc(C)c3n2)s1	-2%	-18%	-5%	-4%	?	-3%	7%	-8%
C=C(C)COc1ccc(-c2[nH]ncc2Oc2ccc(OC)cc2)c(O)c1	-10%	0%	?	7.9µM*[quencher]	·	-2%	?	5%
O=C(c1ccc(Cl)c(S(=O)(=O)Nc2ccccc2C(=O)N2CCc3ccccc3C2)c1)N1CCc2ccccc2C1	-14%	-1%	-11%	-5%	2%	0%	-2%	-6%
Cc1sc2ncnc(OCC(=O)Nc3ccc4c(c3)OCCO4)c2c1C	·	-5%	-16%	-24%	20µM*	-2%	-1%	-1%
COc1cccc(NC(=O)CCCOc2cc(=O)n(C)c3ccccc23)c1	·	2%	-1%	1%	-1%	-8%	1%	0%
Cc1cccc(CCNC(=O)c2cc(S(=O)(=O)N3CCCCC3)c[nH]2)c1	6%	-1%	-1%	-22%	·	-1%	-4%	·
Cc1cc(C)cc(N2C(=O)C3CC=CCC3C2=O)c1 (stereo unspecified)	-7%	1%	13%	4%	1%	-5%	-7%	-9%
COc1cc(CNCCSc2nnnn2C)cc(Br)c1OCc1ccccc1F	·	6%	-7%	-18%	?	0%	4%	2%
CCOC(=O)C1CC(c2ccccc2)=NNC1=O (stereo unspecified)	-4%	-4%	-4%	7%	-7%	-3%	-2%	-4%
CCc1ccc(NC(=O)CSc2ccnc(=O)[nH]2)cc1	·	-9%	-6%	-2%	·	-1%	-12%	·
CCCN(CCC)c1ccc(C(O)c2nnc(-c3ccccc3)o2)cc1 (stereo unspecified)	·	0%	-17%	-21%	-9%	-5%	9%	1%
Cc1ccc(NC(=O)Cn2ccsc2=N)c([N+](=O)[O-])c1	·	5%	1%	-3%	7.1µM*	-1%	3%	2%
CCCCNC(=O)c1onc(CSc2ccc(F)cc2)c1C(=O)O	8%	-11%	0%	1%	6%	-3%	-8%	9%

Five compounds from above, ordered by count of non-hydrogen atoms, ascending.
SMILES	L3MBTL1 block	TRb-SRC2 inh	Tau fibril ThT	Tau fluor cs	ALDH1A1 inh	TR SRC2 fluor cs	Tau fibril FP	aGal spleen mod
CCc1ccc(NC(=O)CSc2ccnc(=O)[nH]2)cc1	·	-9%	-6%	-2%	·	-1%	-12%	·
CCc1ccc(S(=O)(=O)NCc2cn3cccc(C)c3n2)s1	-2%	-18%	-5%	-4%	?	-3%	7%	-8%
CCCCNC(=O)c1onc(CSc2ccc(F)cc2)c1C(=O)O	8%	-11%	0%	1%	6%	-3%	-8%	9%
COc1cc(CNCCSc2nnnn2C)cc(Br)c1OCc1ccccc1F	·	6%	-7%	-18%	?	0%	4%	2%
O=C(c1ccc(Cl)c(S(=O)(=O)Nc2ccccc2C(=O)N2CCc3ccccc3C2)c1)N1CCc2ccccc2C1	-14%	-1%	-11%	-5%	2%	0%	-2%	-6%

Screening data (PubChem)
